PGK inhibitor: qHTS Assay to Find Inhibitors of Phosphoglycerate Kinase; PGK/GAPDH coupled, Kinase-Glo luminescence, 60 min; Potency, µM (series often up to 57.5 µM), without a hit: top-dose activity change, negative = inhibition, usual class: inhibitors; actives 0.043% (n = 380,000); AID 602233, 2012; further: potency means the concentration at half of the fitted maximal effect; on the % scale 0 is the no-effect control and ±100 the full control effect; nearly all actives have a fitted effect of over 60% in size
Target sequence (P07378 whole entry, looked up): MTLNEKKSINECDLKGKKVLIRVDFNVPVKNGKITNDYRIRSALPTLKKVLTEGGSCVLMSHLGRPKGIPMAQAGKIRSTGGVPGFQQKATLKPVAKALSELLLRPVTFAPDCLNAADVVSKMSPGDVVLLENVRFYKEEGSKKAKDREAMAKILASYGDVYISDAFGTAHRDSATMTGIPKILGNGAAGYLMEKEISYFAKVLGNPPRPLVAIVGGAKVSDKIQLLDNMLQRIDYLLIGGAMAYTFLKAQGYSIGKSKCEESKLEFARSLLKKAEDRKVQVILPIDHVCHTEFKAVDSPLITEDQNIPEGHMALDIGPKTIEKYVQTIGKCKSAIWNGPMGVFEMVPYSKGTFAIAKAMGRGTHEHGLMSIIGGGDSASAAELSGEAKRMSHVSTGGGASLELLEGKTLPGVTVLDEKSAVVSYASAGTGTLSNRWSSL
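Recombinant glycosomal PGK reaction used 1,3-bisphosphoglycerate generated in-well by GAPDH (100nM final) in 100mM TEA pH 7.6, 5mM MgCl2, 0.01% Tween-20. After 60 minutes at room temperature, ATP was read by Kinase-Glo Plus luminescence end-point.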
GLS inh: qHTS for Inhibitors of Glutaminase (GLS); Glutaminase kidney isoform, mitochondrial (Homo sapiens), O94925; GLS enzymatic activity, qHTS titration; Potency, µM (series often up to 45.5 µM), for the others: top-dose activity change, negative = inhibition, usual class: inhibitors; actives 0.21% (n = 410,000); AID 624170, 2012; further: potency means the concentration at half of the fitted maximal effect; on the % scale 0 is the no-effect control and ±100 the full control effect
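Assay buffer: 45 mM KH2PO4 pH 8.2, 0.02% Tween-20. hKGA acts on L-glutamine (1 mM solution added); product glutamate is reported by an oxidase/peroxidase Amplex Red coupling, with fluorescence taken at baseline and 30 min.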
BAZ2B inh: qHTS Assay for Inhibitors of BAZ2B; Bromodomain adjacent to zinc finger domain protein 2B (Homo sapiens), Q9UIF8; AlphaScreen BAZ2B-H3K14Ac peptide displacement; Potency, µM (titrated, usually from 114 µM), inactives show top-dose activity change, negative = inhibition, actives largely listed as inhibitors; actives 4.4% (n = 360,000); AID 504333, 2011; further: potency means the concentration at half of the fitted maximal effect; on the % scale 0 is the no-effect control and ±100 the full control effect; nearly all actives have a fitted effect of over 60% in size
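Protein-peptide AlphaScreen: BAZ2B 50 nM, b-H3K14Ac 50 nM, 1x PBS pH 7.4 + 0.01% Tween-20. Preincubation 30 min RT; cpd 30 min RT (top 110 uM); beads 20 min RT, light-protected.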
Pin1 inh: qHTS Assay to Find Inhibitors of Pin1 | Pin1 FP peptide displacement, HiFluor488, 10 min | Peptidyl-prolyl cis-trans isomerase NIMA-interacting 1 (Homo sapiens), Q13526 | Potency, µM (top dose mostly 115 µM), for inactives: top-dose activity, negative = inhibition, actives largely listed as inhibitors | actives 0.009% (n = 390,000); active means well fitted inhibition curve with a large enough effect in the polarisation, with a control signal flat, not every such curve was filed as active; inconclusive means small, poorly fitted or top-dose-only effect, or effect the other way, or a change in a side signal; inactive means no such curve, though single readings can be large or run the other way; the % refers to the polarisation; further: potency means the concentration at half of the fitted maximal effect; on the % scale 0 is the no-effect control and ±100 the full control effect
Target sequence (Q13526 whole entry, looked up): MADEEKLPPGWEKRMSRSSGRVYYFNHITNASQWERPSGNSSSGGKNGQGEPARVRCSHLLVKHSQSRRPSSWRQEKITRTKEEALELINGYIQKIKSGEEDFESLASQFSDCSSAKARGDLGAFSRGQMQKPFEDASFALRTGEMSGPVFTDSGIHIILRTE
G9a inh: qHTS Assay for Inhibitors of Histone Lysine Methyltransferase G9a; G9a H3K9 monomethylation, AlphaScreen, 2 h; Potency, µM (highest dose often 102 µM), inactives show at the top dose activity, negative = inhibition, usual class: inhibitors; actives 8.8% (n = 350,000); further: potency means the concentration at half of the fitted maximal effect; on the % scale 0 is the no-effect control and ±100 the full control effect; nearly all actives have a fitted effect of over 75% in size
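Step 1: enzyme (final 20 nM) with compound, 15 min RT. Step 2: substrate peptide 500 nM and SAM 20 uM, 2 h RT. Step 3: anti-H3K9me1 antibody and AlphaScreen beads, 10 min, then plate read.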
PI4K2A inh: qHTS for small molecular inhibitors of PI4K2A. purified PI4K2A, ADP-Glo luminescence, 1 h; hits give low values. activity change, negative = inhibition, % at 76.9 µM. actives 0.13% (n = 420,000); in the data active means activity change below about -50%; inconclusive means mostly about -30% to -49%;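 further: -100% = wells without enzyme as full effect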
Target sequence (Q9BTU6 whole entry, looked up): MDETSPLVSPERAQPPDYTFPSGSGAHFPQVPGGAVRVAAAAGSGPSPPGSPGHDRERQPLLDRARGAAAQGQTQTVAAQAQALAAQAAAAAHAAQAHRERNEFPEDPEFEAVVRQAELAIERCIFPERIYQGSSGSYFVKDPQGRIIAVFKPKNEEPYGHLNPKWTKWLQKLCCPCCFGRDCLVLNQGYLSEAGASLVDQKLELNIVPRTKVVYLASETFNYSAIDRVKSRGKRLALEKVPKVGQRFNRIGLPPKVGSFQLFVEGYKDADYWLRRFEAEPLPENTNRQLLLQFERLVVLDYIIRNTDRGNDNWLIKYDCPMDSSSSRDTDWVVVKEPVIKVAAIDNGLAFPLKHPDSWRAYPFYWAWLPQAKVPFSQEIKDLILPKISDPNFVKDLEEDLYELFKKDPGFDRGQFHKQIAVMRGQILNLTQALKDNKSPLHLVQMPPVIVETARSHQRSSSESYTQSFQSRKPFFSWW
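Compounds are screened against recombinant PI4K2A using PI as substrate and ATP, the latter dispensed at 300 microM. Reactions run one hour at ambient temperature before ADP-Glo detection; full inhibition defined by wells lacking enzyme.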
Pol eta inh: qHTS for Inhibitors of Polymerase Eta; AID 588591, 2011; DNA polymerase eta (Homo sapiens), Q9Y253; Potency, µM (doses to about 114 µM), inactives show top-dose activity change, negative = inhibition, actives largely listed as inhibitors; recombinant Pol eta, fluorescent DNA replication assay; actives 1.2% (n = 390,000); further: potency means the concentration at half of the fitted maximal effect; on the % scale 0 is the no-effect control and ±100 the full control effect
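Fluorescent replication assay: 50 nM final substrate added after a 15 min room-temperature compound preincubation with 10 nM enzyme. Signal taken at 0 min and again at 10 min.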
JMJD2A Tudor inh: qHTS Assay for Inhibitors of JMJD2A-Tudor Domain; Lysine-specific demethylase 4A (Homo sapiens), O75164; AlphaScreen JMJD2A-Tudor / H3K4me3 peptide binding; Potency, µM (titrated, usually from 114 µM), for inactives: top-dose activity change, negative = inhibition, usual class: inhibitors; actives 4.4% (n = 390,000); further: potency means the concentration at half of the fitted maximal effect; on the % scale 0 is the no-effect control and ±100 the full control effect; nearly all actives have a fitted effect of over 50% in size
HP1b binding inh: HTS for Inhibitors of HP1-beta Chromodomain Interactions with Methylated Histone Tails. Potency, µM (titrated, usually from 114 µM), for the others: at the highest dose activity change, negative = inhibition, hits mostly inhibitors. AlphaScreen HP1-beta / biotin-H3K9me3 peptide binding. actives 0.56% (n = 390,000). Chromobox protein homolog 1 (Homo sapiens), P83916; further: potency means the concentration at half of the fitted maximal effect; nearly all actives have a fitted effect of over 70% in size; inactives centre near 23
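AlphaScreen: HP1-beta (50 nM) preformed 30 min with biotin-H3(1-18)K9me3 peptide (50 nM) in PBS pH 7.4, 0.01% Tween-20. Compound added for 30 min at RT, then streptavidin donor/nickel chelate acceptor beads (10 ug/mL) for 30 min.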
Starred values were filed as active, the others as inactive; i = inactive; ? = inconclusive; / = no result given; & = joins results of further samples; [ ] = dose if it differs, or a comment. Unless noted, the call rests on the fitted dose curve; in most records, active means well fitted curve in the direction sought with a large enough effect; inconclusive means small, poorly fitted or top-dose-only effect, or another doubt; inactive means no such curve, though single readings can be large; an effect the other way counts as inactive or inconclusive. The list is partial; count on the stated rates, not on these rows.

PGK inhibitor,GLS inh,BAZ2B inh,Pin1 inh,G9a inh,PI4K2A inh,Pol eta inh,JMJD2A Tudor inh,HP1b binding inh,Compound
7%,17%,17%,-2%,51%[activator][12.7 µM],0,-4%,10%,23%,COc1ccccc1Nc1nc2c(C)cccc2cc1C#N
/,-2%,-11%,-1%,-40%,-3,-13%,-16%,41%[activator],Cc1noc(C)c1CC(=O)N1CCCC(C(=O)c2ccc(C(C)(C)C)cc2)C1 (centres undefined)
4%,3%,?,-2%,?,0,-12%,8.9µM*,16%,CC(C)(C)NC(=O)C(=O)NNC(=O)c1ccccc1
3%,0%,/,-1%,/,-14,-12%,2%,66%[activator],CC(C)C(C)N(Cc1cccc(C(=O)O)c1)C(=O)c1ccc2ccccc2n1 (centres undefined)
-1%,2%,16%,-3%,/,0,0%,-15%,14%,COc1ccc(C(=O)N(C)C2CCCN(Cc3ccccc3F)C2)cc1C (centres undefined)
-2%,-11%,5%,0%,9%,-1,-6%,-12%,18%,Cc1cccc(C)c1NC(=O)C1(N(Cc2ccco2)C(=O)CC2NC(=O)NC2=O)CCCC1 (centres undefined)
2%,8%,11%,82%[activator],-7%[59 µM],0,-8%,18%,20%,CC(=O)N1c2ccccc2C(C)(c2ccc(C)cc2)CC1(C)C (centres undefined)
-2%,0%,-3%,10%,-23%[59 µM],0,-10%,-15%,24%,COc1ccc(N2CC(NC(=O)c3ccc4c(c3)OCO4)CC2=O)cc1 (centres undefined)
4%,-18%,3%,6%,25%,0,-27%,-2%,-12%,Cc1ccc(NC(=O)c2cccc(S(=O)(=O)N3CCCCC3)c2)cc1
2%,4%,-12%,-1%,-24%,0,-9%,-3%,13%,COc1ccc(CCCNC(=O)C2CCC(=O)N(Cc3ccc(Cl)cc3)C2)cc1 (centres undefined)
1%,15%,-5%,1%,-8%[59 µM],-2,-14%,-16%,25%,O=C(COC(=O)c1ccccn1)Nc1ccc(S(=O)(=O)N2CCOCC2)cc1
/,?,25µM*,?,?,-28,/,?,-10%,Oc1ccc(NCc2ccccc2OCc2ccccc2Cl)cc1

Next section, overlapping the part above by three compounds.
PGK inhibitor,GLS inh,BAZ2B inh,Pin1 inh,G9a inh,PI4K2A inh,Pol eta inh,JMJD2A Tudor inh,HP1b binding inh,Compound
2%,4%,-12%,-1%,-24%,0,-9%,-3%,13%,COc1ccc(CCCNC(=O)C2CCC(=O)N(Cc3ccc(Cl)cc3)C2)cc1 (centres undefined)
1%,15%,-5%,1%,-8%[59 µM],-2,-14%,-16%,25%,O=C(COC(=O)c1ccccn1)Nc1ccc(S(=O)(=O)N2CCOCC2)cc1
/,?,25µM*,?,?,-28,/,?,-10%,Oc1ccc(NCc2ccccc2OCc2ccccc2Cl)cc1
-18%,6%,-22%,-11%,-1%,4,-11%,-10%,25%,Fc1cccc(NC(=S)N2CCN(c3ccccn3)CC2)c1
2%,26%,-4%,-1%,-24%[59 µM],-2,-9%,-18%,24%,Cc1c(NC(=O)c2cccc(NC(=O)Cc3ccc(Cl)cc3)c2)c(=O)n(-c2ccccc2)n1C
-4%,2%,/,/,/,2,-3%,/,/,O=C(O)c1cnc2ccc(Cl)cc2n1
10%,-9%,-26%,-1%,-17%,-1,-10%,-9%,19%,O=C(c1cn2ccccc2n1)N1CCCC(Nc2ccc(F)c(F)c2)C1 (centres undefined)
-8%,9%,-19%,-3%,12%[59 µM],1,-13%,-13%,6%,COC(=O)C(CO)NC(=O)C(C)NC(=O)CNC(=O)OCc1ccccc1 (centres undefined)
/,-2%,5%,3%,27%[59 µM],0,12%,-18%,10%,Cc1ccc(Cn2nnc3c(=O)n(CC(=O)N4CCCc5ccccc54)cnc32)cc1
-7%,-1%,-20%,1%,-9%,22,8%,-9%,19%,O=C(N/N=C1\CC2CC=CC12)c1ccccc1Cl (centres undefined)
-9%,1%,-16%,-6%,-1%[0.501 µM],0,-17%,-11%,24%,CC1CC(NS(=O)(=O)c2cc3c4c(c2)CCN4C(=O)CC3)CC(C)(C)C1 (centres undefined)
i,?,/,-8%,2%,1,-1%,14µM*,-4%,O=C(NCc1ccco1)C1CCCN1C(=O)Nc1ccc(Cl)cc1 (centres undefined)
-1%,0%,-27%,17%,?,-2,-1%,-32%,33%,O=C(Cn1c(=O)c2cccn2c2ccccc21)NCc1ccccc1F
-1%,2%,-13%,-3%,3%[59 µM],0,-9%,-1%,33%,O=C(c1ccc2c(c1)N(Cc1ccc(F)cc1)C(=O)c1ccccc1S2=O)N1CCOCC1 (centres undefined)
-8%,-4%,-6%,1%,56%[activator][59 µM],-1,-14%,7%,34%,COc1ccc(-c2cc(CNC(=O)CCl)on2)cc1
-9%,-2%&2%,2%&2%,3%&-2%,-20%[59 µM],2&-5,-21%&-15%,-12%&-10%,64%&25%[activator],Cc1ccc(-c2c(C(=O)NCc3ccccc3)oc(=O)c3ccccc23)cc1
4%,-2%,3%,0%,22%[59 µM],-1,-12%,-27%,48%[activator],O=C(CC1SC(=Nc2ccccc2)N(CCc2ccccn2)C1=O)Nc1ccc(F)cc1 (centres undefined)
-6%,1%,66%[activator],6%,47%[59 µM],-1,-15%,13%,35%,O=C(COC(=O)c1c(Cl)cccc1Cl)Nc1cc(Cl)ccc1Oc1ccccc1
1%,0%,-32%,-8%,16%,9,-16%,-22%,14%,CC(OC(=O)c1ccncc1)C(=O)Nc1ccc([N+](=O)[O-])cc1Cl (centres undefined)
1%,-7%,?,32%[activator],-31%[59 µM],1,-11%,-19%,18%,CCc1ccc(S(=O)(=O)c2nnn3c2nc(NCc2cccs2)c2sccc23)cc1
-2%,-2%,0%,-2%,/,-3,-10%,-5%,23%,CC(c1ccccc1)C1CC(=O)N(c2cc(Cl)ccn2)C1=O (centres undefined)
1%,-10%&1%,2%&5%,-7%&-2%,10%&-46%[59 µM],-9&-9,7%&-7%,-14%&8%,-10%&9%,Cn1ncc2c(N3CCN(c4ccccc4F)CC3)ncnc21
-5%,-1%,-2%,3%,18%[2.33 µM],0,-2%,-3%,29%,O=C(Cc1cccs1)Nc1cccnc1
i,-7%,-26%,3%,-21%,3,-14%,10%,45%[activator],CCN1CC(CN(C)Cc2nc(-c3ccc(Cl)cc3)no2)CC1=O (centres undefined)
1%,9%,?,1%,50µM*,3,-8%,45µM*,-31%,COCc1c(C(=O)N(C)Cc2ccccc2N2CCCC2)oc2ccccc12
2%,-7%,10%,?,-33%[59 µM],0,-30%,-16%,74%,CCc1nc(N2CCCCC2C)c2oc3ccccc3c2n1 (centres undefined)
i,-8%,-4%,-7%,-2%,1,3%,-2%,27%,COc1ccc(CNS(=O)(=O)NCc2ccccc2)cc1OC
2%,7%,-7%,9%,-11%[0.501 µM],-2,-7%,-20%,19%,CCOc1ccc(N/C=C/C(=O)c2cc(OC)c(OC)c(OC)c2)cc1
-10%,7%,?,4%,50µM*,3,-11%,?,8%,CCc1ccc(NC2=CC(=O)CC(c3ccco3)C2)cc1 (centres undefined)
-3%,2%,146%[activator],-2%,37%[activator][59 µM],3,-20%,79%[activator],156%[activator],COc1cccc(Cn2c(=O)cc(C)c3c(C)nn(C)c32)c1
-9%,-1%,19%,-1%,/,1,-21%,-35%,?,Cc1ccc(/C=N/NC(=O)NC23CC4CC(CC(C4)C2)C3)o1
1%,2%,13%,7%,-3%[59 µM],1,-14%,-18%,11%,Cc1ccc(C(=O)CCC(=O)NCc2ccc(Cl)cc2)cc1
-6%,0%,-4%,-4%,-51%,3,-23%,-15%,34%,CC(C)c1ccc(/C=C2\NC(=S)N(Cc3cccnc3)C2=O)cc1
-5%,0%,?,-9%,?,0,-6%,-21%,10%,O=C(COC(=O)CSc1ccc([N+](=O)[O-])cc1)NCc1ccco1
-4%,11%,-29%,2%,-34%,1,2%,-16%,7%,CCN1C(=O)c2cccc3c(S(=O)(=O)Nc4ccc(OC)cc4OC)ccc1c23
-7%,21%,-32%,?,50µM*,-8,-15%,-31%,1%,CCn1c(C)cc(/C=C2/SC(=S)N(CC(=O)O)C2=O)c1C
5%,12%,32%,2%,35%[59 µM],2,-20%,39%[activator],81%[activator],CCCC(=O)OC(C(=O)Nc1cc(C(F)(F)F)ccc1Cl)c1ccccc1 (centres undefined)
i,-10%,-3%[57.1 µM],-7%,9%,-1,1%,-10%,28%,CC1CC(C)CN(CCCNC(=O)CN2C(=O)CSc3ccc(S(=O)(=O)N4CCOCC4)cc32)C1 (centres undefined)
-8%,9%,3%,4%,6%,8,-18%,-8%,-19%,CCn1c(SCC(=O)NC2CCCC2)nnc1-c1ccco1
i,-1%,-11%,5%,0%,2,-7%,0%,16%,COc1ccc(S(=O)(=O)NCC(=O)N(CC(=O)NCc2ccco2)Cc2ccc(F)cc2)cc1
-10%,4%,0%,-8%,7%[59 µM],2,-6%,-9%,10%,COc1ccc(CNC(=O)c2ccc3c(c2)N(Cc2cc(C)ccc2C)C(=O)CS3)cc1
-6%,6%,-3%,0%,-13%,-2,-3%,-13%,-6%,CCOC(=O)C(C)NC(=O)CCc1nnc2ccc(N3CCCCC3)nn12 (centres undefined)
